Assay outcomes from PubChem.
Mtb RmlCD inh = M. tuberculosis RmlC/RmlD inhibition; AID 1533; RmlC+RmlD coupled enzyme assay, percent inhibition; primary screen in compound mixtures; inhibition, % at 3.6 µM; 160,000 compounds, 0.03% hits; in the data active means inhibition mostly above about 34%, no sharp cut-off; further: some results filed as inactive read as strong as hits
Target sequence (P9WH09 whole entry, looked up): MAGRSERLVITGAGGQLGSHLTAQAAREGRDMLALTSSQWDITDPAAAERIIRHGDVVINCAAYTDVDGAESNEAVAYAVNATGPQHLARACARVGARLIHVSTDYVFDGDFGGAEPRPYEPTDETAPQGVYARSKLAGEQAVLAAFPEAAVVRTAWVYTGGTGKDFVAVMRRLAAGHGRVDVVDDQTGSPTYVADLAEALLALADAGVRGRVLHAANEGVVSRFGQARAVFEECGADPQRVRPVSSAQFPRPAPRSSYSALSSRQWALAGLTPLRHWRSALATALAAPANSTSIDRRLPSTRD
Target sequence (P9WH11 whole entry, looked up): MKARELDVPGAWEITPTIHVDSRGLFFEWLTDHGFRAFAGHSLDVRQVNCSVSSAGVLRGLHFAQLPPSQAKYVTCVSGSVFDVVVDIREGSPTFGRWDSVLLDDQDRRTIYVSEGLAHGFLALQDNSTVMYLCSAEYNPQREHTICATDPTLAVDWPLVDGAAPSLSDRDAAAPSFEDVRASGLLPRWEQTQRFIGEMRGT
M. tuberculosis GlmU = inhibition of mycobacterial GlmU enzyme – biochemical, glucosamine-1-phosphate acetyltransferase (AID 1376) | M. tuberculosis GlmU acetyltransferase enzyme assay; higher % means a stronger effect | one-dose inhibition, %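 (tested at 30 µM in the primary screen)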; IC50 in µM for titrated hits | 220,000 compounds, 0.25% hits; in the data active means inhibition above about 13%;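 further: 0% = complete reaction with vehicle and 100% = reaction without substrate; strong numbers were not always called active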
* = called active by the depositor; nt = not tested or not shown; & = joins results of further samples. The list is partial, so the mix of outcomes need not match the whole.

Order of results: Mtb RmlCD inh	M. tuberculosis GlmU
> CCOC(=O)C1CCCN(C2CC(=O)N(c3ccccc3)C2=O)C1 (stereo not drawn)
→ 18	-4.5%
> Cc1ccc(-c2ccc(/C=N/NC(=O)CN3CCCC3)o2)cc1Cl
→ 10	-7.4%
> Cc1ccc(C(=O)Nc2ccon2)cc1S(=O)(=O)N1CCCC1
→ 13	-1.8%
> O=C(CC1C(=O)NCCN1Cc1ccc(-c2ccccc2)cc1)NCCCn1cccn1 (stereo not drawn)
→ 5	1.2%
> c1cc(Nc2ncnc3sccc23)cc(-c2nnc3n2CCCCC3)c1
→ 32	0.4%
> COc1cc(SC)ccc1C(=O)N(C)Cc1ccccc1
→ nt	-6.4%
> CSc1nc(Cl)cc(N(CCO)CCO)n1
→ 15	-6.2%
> CC(C)[C@H](NC(=O)c1ccccc1)C(=O)OCC(=O)N1CCc2ccccc2C1
→ 27	2.0%
> Fc1cccc(Cl)c1-c1nnc2ccc(C(F)(F)F)cn12
→ 2	-3.4%
> Cc1cc(N/N=C/c2ccccc2)nc(NCc2ccccc2)n1
→ -9	-1.5%
> O=S(=O)(/C=C/c1ccccc1)NCCc1ccccn1
→ nt	4.9%
> CCOC(=O)/C(C#N)=C1/C=C(C)NC(c2ccccc2O)=N1
→ nt	3.3%
> COCC(C)n1c(SCC(=O)N(C)C2CCS(=O)(=O)C2)nc2ccccc2c1=O (stereo not drawn)
→ -11	-0.8%
> O=C(O)CSc1nc2c(c(C(F)(F)F)n1)CCCC2
→ 9&7	0.8%&3.2%
> COc1ccc(-c2nnc(N(C)C(=O)C3CCCO3)s2)cc1 (stereo not drawn)
→ nt	-3.1%
> CS(=O)(=O)N(CC(=O)N1CCOCC1)c1ccc2c(c1)OCO2
→ nt	1.3%
> CCOc1cccc2sc(N(CCN(C)C)C(=O)c3ccc(Br)s3)nc12
→ 8	-4.0%
> CC(C)CCN(C(=S)Nc1cccc(C(F)(F)F)c1)C(C)c1ccccn1 (stereo not drawn)
→ 8	-1.9%
> CCOC(=O)c1cc2c(=O)n3ccccc3nc2n(Cc2ccco2)c1=NC(=O)c1ccccc1OCC
→ 6	0.7%
> CCOc1ccc(OCC(=O)Nc2ccc(OC)cc2[N+](=O)[O-])cc1
→ -3	-6.7%

6 entries drawn at random from the list so far, as already listed:
Order of results: Mtb RmlCD inh	M. tuberculosis GlmU
> CC(C)CCN(C(=S)Nc1cccc(C(F)(F)F)c1)C(C)c1ccccn1 (stereo not drawn)
→ 8	-1.9%
> CS(=O)(=O)N(CC(=O)N1CCOCC1)c1ccc2c(c1)OCO2
→ nt	1.3%
> CCOC(=O)/C(C#N)=C1/C=C(C)NC(c2ccccc2O)=N1
→ nt	3.3%
> CCOc1ccc(OCC(=O)Nc2ccc(OC)cc2[N+](=O)[O-])cc1
→ -3	-6.7%
> CCOc1cccc2sc(N(CCN(C)C)C(=O)c3ccc(Br)s3)nc12
→ 8	-4.0%
> COc1ccc(-c2nnc(N(C)C(=O)C3CCCO3)s2)cc1 (stereo not drawn)
→ nt	-3.1%

Next section
Order of results: Mtb RmlCD inh	M. tuberculosis GlmU
> COc1ccc(-c2nc(SC(CC(=O)NCCN3CCOCC3)c3cccs3)n[nH]2)cc1 (stereo not drawn)
→ -12	-2.4%
> CC1(C)S[C@@H]2[C@H](NC(=O)[C@H](N)c3ccccc3)C(=O)N2[C@H]1C(=O)O
→ nt	-2.8%&3.3%
> Cc1coc2c1c(C)cc1oc(=O)c(Cc3ccccc3)c(C)c12
→ nt	0.9%
> Cc1ccc(-n2nc(C(=O)N3CCOCC3)cc2-c2ccc(Cl)cc2)cc1
→ -2	-2.6%
> CC(=O)NCC(=O)OCC(=O)c1ccccc1
→ -9	0.7%
> O=C(CSc1cccs1)Nc1ccc2ccccc2c1
→ nt	-5.3%
> CCN(CC(=O)NCc1ccc(F)cc1)c1ccc(S(C)(=O)=O)cc1[N+](=O)[O-]
→ nt	-0.4%
> CCCCn1c(=O)c(C(=O)NCc2ccco2)c(O)c2ccccc21
→ -11	3.0%
> O=C(Nc1cccnc1)c1ccc(COCC(F)(F)F)cc1
→ 10	-2.9%
> Cc1cc(C)cc(NC(=O)/C(C#N)=C/c2cn(CC(=O)NCc3ccco3)c3ccccc23)c1
→ 7	-1.6%
> CCCCCCNC(=O)C(=O)NCCc1ccc(Cl)cc1
→ 9	6.4%
> CCn1c(SCC(=O)Nc2sc3c(c2C#N)CCCC3)nnc1-c1ccncc1
→ nt	2.8%
> COc1ccc2[nH]cc(C(=O)CN3CCN(C4CCCCC4)CC3)c2c1
→ 11	2.5%
> COC(=O)c1ccc(C)c(N(CCO)CCO)c1
→ 7	0.6%
> COc1ccc(O)c(CN2CCN(CCc3ccccc3)C(CCO)C2)c1 (stereo not drawn)
→ -13	0.3%
> CCOC(=O)c1ccc(S(=O)(=O)NCC(c2ccc(N(C)C)cc2)c2c[nH]c3ccccc23)cc1 (stereo not drawn)
→ nt	3.0%
> CC(=O)Nc1ccc(S(=O)(=O)n2cnc3ccccc32)cc1
→ nt	2.9%
> CC12CC(NC(=O)N1c1cccc(C(=O)N3CCN(c4ccccc4)CC3)c1)c1ccccc1O2 (stereo not drawn)
→ -6	1.1%
> COc1nc(N2CCOCC2)nc(-n2cccc2)n1
→ nt	2.2%
> CCn1c(CCNC(=O)c2cccs2)nnc1SCC(=O)c1ccc(OC)cc1
→ nt	4.7%
> CCc1nn2cc(C(=O)c3cc(C)ccc3O)cnc2c1-c1ccc(F)cc1
→ 8	-5.2%
> CN1CCN(C(=O)CCC(=O)c2ccc(F)cc2)CC1
→ 13	1.9%
> COc1cc(C(=O)N2CCN(C(=O)C(Cc3cc(C)ccc3C)NC(C)=O)CC2)cc(OC)c1OC (stereo not drawn)
→ nt	1.6%
> CC(C)CNC(=S)NNC(=O)CC(C)O (stereo not drawn)
→ -8	0.4%
> O=C(CCc1nc2ccccc2[nH]c1=O)OCC(=O)c1cccc2ccccc12
→ -4	-3.2%
> COc1ccc2nc(NC3=NC(C(=O)Nc4ccc(C)cc4)CC(=O)N3)nc(C)c2c1 (stereo not drawn)
→ 8	-2.0%
> CCOCCCNC(=O)NC12CC3CC(CC(C3)C1)C2
→ 8	0.3%
> c1ccc2nc(-c3ccc(N4CCOCC4)cc3)ccc2c1
→ nt	-3.6%
> CCSC1=C(C#N)C2(CCCCC2)C(C#N)=C(N)N1
→ nt	0.7%
> CC(C)CC(NC(=O)C(COC(C)(C)C)NC(=O)C(Cc1ccc(O)cc1)NC(=O)C(CO)NC(=O)C(Cc1c[nH]c2ccccc12)NC(=O)C(Cc1cnc[nH]1)NC(=O)C1CCC(=O)N1)C(=O)N[C@@H](CCCN=C(N)N)C(=O)N1CCCC1C(=O)NNC(N)=O (stereo partly drawn)
→ nt	-1.1%
> N/C(=N\OC(=O)c1ccc2c(c1)OCO2)c1ccc([N+](=O)[O-])cc1
→ -7	-1.9%
> C/C(N)=C(/C#N)C(=O)COC(=O)c1cc(-c2cccc(Br)c2)nc2ccccc12
→ 10	-2.9%
> C=CCC(NCc1ccccc1)c1ccccc1 (stereo not drawn)
→ nt	-8.0%
> Cc1ccc(Nc2nc3c(s2)CCC3)c(C)c1
→ nt	-3.5%
> O=C(NCc1ccc2c(c1)OCO2)C1CCC(CNc2c(N3CCCC3)c(=O)c2=O)CC1 (stereo not drawn)
→ 7	nt
> O=C(CSc1nc2ccc(Cl)cc2[nH]1)c1ccc2c(c1)OCO2
→ 5	-0.9%
> Cn1cc(CN2CCCC(C(=O)c3ccc(-c4ccccc4)c(F)c3)C2)cn1 (stereo not drawn)
→ nt	-4.3%
> COc1ccc2[nH]c3c(N4CC(C)OC(C)C4)ncnc3c2c1 (stereo not drawn)
→ -2	-6.0%
> Cc1ccc(S(=O)(=O)n2c(CN3CCCC(C)C3)nc3ccccc32)cc1 (stereo not drawn)
→ 18	-4.1%
> COCOc1ccc(-c2cc(=O)c3c(OCOC)cc(OCOC)cc3o2)cc1
→ nt	0.0%
> CC(C)(C)N1NC2(CCCCC2)NC1=S
→ 2	-0.1%
> Cc1cccc(/C(N)=N/OC(=O)c2cccnc2)c1
→ -9	2.7%
> O=C(NCC1CCCO1)C1CCC(=O)N1CCc1ccccc1 (stereo not drawn)
→ 12	-1.2%
> CCOc1ccccc1NC(=O)COn1nnc2ccc(Cl)cc21
→ 9	-0.9%
> C/C(CC(=O)Nc1cccc(C(F)(F)F)c1)=N\NC(=O)Cc1ccccc1
→ 15	-0.3%
> O=C(COc1ccc(Cl)cc1)N1CCN(C(=O)c2cccc(F)c2)CC1
→ 1	2.6%
> Cc1ccc(NC(=O)N(CCCN2CCOCC2)Cc2cccs2)cc1C
→ nt	-2.3%
> COC(=O)C1(CCSC)NC(c2ccccc2F)C2C(=O)N(c3ccc4c(c3)OCCO4)C(=O)C21 (stereo not drawn)
→ 5	4.3%
> CCOC(=O)N(NC(=O)C(O)(C(C)C)C(C)C)c1ccccc1
→ -10	4.1%
> N/C(=N\OS(=O)(=O)c1ccccc1)c1ccncc1
→ 7	7.3%

Next entries follow:
Order of results: Mtb RmlCD inh	M. tuberculosis GlmU
> CCCN(CCO)Cc1ccc(Cl)c(Cl)c1
→ 0	-4.8%
> COC(=O)C(NC(=O)C(C)Oc1ccccc1)C(C)C (stereo not drawn)
→ nt	-0.3%
> COC(=O)Oc1c(Br)c(=O)oc2ccccc12
→ -2	3.4%
> COc1ccccc1CNC(=O)CN(C)CC(=O)Nc1cccc(F)c1
→ 18	1.9%
> CCCNC(=O)CC1C(=O)N(Cc2ccccc2)C(C)c2nc3ccccc3n21 (stereo not drawn)
→ nt	-2.2%
> CCN(CC)C(=O)Cn1cnc2ccccc2c1=O
→ nt	-1.1%
> O=C(C1CCN(C2CC(=O)N(Cc3ccccc3)C2=O)CC1)N1CCCCCC1 (stereo not drawn)
→ -2	3.0%
> CC(=O)N(Cc1cc2c(C)cc(C)cc2[nH]c1=O)C1CCCCC1
→ nt	-1.8%
> O=C(Nc1nc(-c2ccccc2)ns1)c1cccs1
→ 11	4.4%
> CCOC(=O)C1=C(C)N(CCCC(=O)O)C(=O)NC1c1ccccc1Cl (stereo not drawn)
→ nt	-1.2%
> COc1ccc(NC(=O)CSc2nnc(Cn3cnc([N+](=O)[O-])n3)n2C)cc1
→ -6	-1.4%
> COCCNC(=S)NC1CC2CCC(C1)N2Cc1ccccc1 (stereo not drawn)
→ nt	-10%
> CCOC(=O)c1c(C)[nH]c(C)c1C(=O)CSc1nc(N)cc(N)n1
→ nt	2.6%
> Cn1c(CN2CCCCC2)nc2cc(NC(=O)c3ccc(Cl)cc3)ccc21
→ -8	-4.9%
> O=C(CSc1ncnc2sc3c(c12)CCC3)Nc1ccccc1C(=O)O
→ nt	5.4%
> Cc1c(N/C=C/C(=O)c2cccs2)c(=O)n(-c2ccccc2)n1C
→ -2	0.0%
> COc1cccc(NC(=S)NNC(=O)c2c([N+](=O)[O-])c(C)nn2C)c1
→ 5	2.4%
> Cc1ccc(NC2Sc3ccccc3NC2=O)cc1Cl (stereo not drawn)
→ 8	nt
> O=C1CC(=O)N(c2ccc(Cl)cc2Cl)C(=O)N1
→ nt	-1.8%
> COc1ccccc1C1C=C(c2ccc(Cl)cc2)Nc2nc(N3C(=O)CCC3=O)nn21 (stereo not drawn)
→ 18	-0.9%
> Cc1nnc(SCC(=O)NCCN2C(=O)CSC2=O)n1-c1ccccc1
→ -7	-4.6%
> CCCc1ccc(-c2cc(C(=O)NN3CCOCC3)c3ccccc3n2)cc1
→ nt	3.0%
> Cc1cccc(C(=O)O/N=C2/CC3CCC2(C)C3(C)C)c1 (stereo not drawn)
→ nt	6.5%
> CCC(NC(=O)c1ccc([N+](=O)[O-])cc1[N+](=O)[O-])c1ccccc1 (stereo not drawn)
→ 4	-6.1%
> CCN1CCN(c2cc(C)c3cc(NC(=S)N4CCN(c5ccc(F)cc5)CC4)ccc3n2)CC1
→ 3	1.9%
> Cc1cc(C(=O)COc2ccccc2C(N)=O)c(C)n1CC1CCCO1 (stereo not drawn)
→ nt	-0.6%
> CCCOc1ccc(-c2nc(N)n[nH]2)cc1
→ nt	-4.0%
> O=C(NCCOc1ccccc1)C1CCCCC1
→ 8	-3.2%
> CCOC(=O)c1c(CN2CCN(C)CC2)oc2ccc(OC)cc12
→ -1	2.0%
> CCOCCn1c(N2CCN(c3ccccc3)CC2)nc2c1c(=O)[nH]c(=O)n2C
→ 7	4.8%
> C=CCNc1nc(N(c2ccccc2)c2ccccc2)nc(-n2ccnc2)n1
→ 49	-0.9%
> CC(=O)NCCOc1cccc2ccccc12
→ 5	0.5%
> N#C/C(=C1\CCCN1)c1nc(-c2ccccc2)cs1
→ 8	3.1%
> O=C(OC(C(=O)Nc1ccc(Cl)c(C(F)(F)F)c1)c1ccccc1)C1=COCCO1 (stereo not drawn)
→ 10	0.0%
> CN(C)Cc1nnnn1-c1ccccc1
→ nt	3.4%
> COc1ccc(C2=NN(C(=O)c3cccc([N+](=O)[O-])c3)C(c3cccc([N+](=O)[O-])c3)C2)cc1 (stereo not drawn)
→ -11	-0.1%
> Cc1ccc2nc(NC(=O)Cn3cc4c(n3)CCCCC4)sc2c1
→ -7	2.2%
> CC(=O)Nc1ccc(C(=O)OCc2ccc(F)cc2Cl)cc1
→ 8	2.5%
> O=C(Cn1cnc2ccccc21)N/N=C/c1cccnc1
→ 1	4.2%
> COc1ccccc1CCc1nnc(CCC(=O)NC(C)Cn2nc(C)cc2C)o1 (stereo not drawn)
→ 3	3.3%
> CCOC(=O)C(CC)Sc1nnc2n1C(C)(C)Cc1ccccc1-2 (stereo not drawn)
→ -2	3.3%
> CC1CCN(C(=O)Cn2nnc(-c3cccs3)n2)CC1
→ -12	3.1%
> O=C(CC1CCCC1)Nc1nnc(C2CC2)s1
→ nt	-2.4%
> Cc1ccc(S(=O)(=O)n2[nH]c(=O)cc2N)cc1
→ nt	2.2%
> O=C(NCC1COc2ccccc2O1)C1CCC(CNc2c(N3CCCCC3)c(=O)c2=O)CC1 (stereo not drawn)
→ -9	-2.6%
